FH mod – Identification of activators of human fumarate hydratase by quantitative high-throughput screening. Fumarate hydratase, mitochondrial (Homo sapiens), P07954. FH coupled MDH/diaphorase resazurin fluorescence, 15 min. Potency, µM (top dose mostly 79.9 µM), inactives show top-dose activity change, negative = inhibition, actives largely listed as inhibitors. 54,000 compounds, 0.22% hits. AID 1347055, 2019; further: potency means the concentration at half of the fitted maximal effect; on the % scale 0 is the no-effect control and ±100 the full control effect; the screen sought activators but most active calls are inhibition curves; nearly all actives have a fitted effect of over 45% in size
PTAP-TSG101 blk – inhibitors of HIV-1 PTAP binding to human TSG101, validation; Q99816; Fluorescence polarization, FITC-PTAP peptide/Tsg101, 20 min; Potency, µM (titrated, usually from 115 µM), inactives show top-dose activity change, negative = inhibition, most hits filed as inhibitors; 44,000 tested, under 10 active; AID 1347069; further: potency means the concentration at half of the fitted maximal effect; 0% is about no effect
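Fluorescence polarization: Tsg101 binding domain (10 uM final) in 10 mM HEPES pH 7.5, 0.15 M NaCl, 0.01% Tween 20, 3 mM EDTA, 0.1 mM TCEP; compounds pinned; FITC-PTAP peptide 50 nM final; 20 min, r.t.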
p53null 39C tox – p53 null cell cytotoxicity, nonpermissive temperature; H1299 p53-null (neo) cells, 39C, ATPlite viability, 24 h; Potency, µM (top dose mostly 46.1 µM), for the others: top-dose activity, negative = cell killing, usual class: cytotoxic; 55,000 compounds, 0.97% hits; AID 904;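 further: potency means the concentration at half of the fitted maximal effect; 0% = DMSO only and -100% = full killing by 100 µM tamoxifen; nearly all actives have a fitted effect of over 50% in size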
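ATP-luminescence viability readout (ATPlite, 20 min RT) after 24 hr compound treatment at 39C of H1299-neo or H1299-p53A138V cells; titration up to 46 uM; normalized to DMSO and 100 uM tamoxifen; Hill-fit AC50.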
B2AR arrestin ag – agonists recruiting beta-arrestin to human beta2-adrenergic receptor; P07550; HTLA Tango cells, beta-arrestin recruitment, luciferase luminescence, 18 h; Potency, µM (titrated, usually from 46.1 µM), inactives show at the top dose activation, most hits filed as activators; 44,000 tested, under 10 active; AID 1347077;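 further: potency means the concentration at half of the fitted maximal effect; 0% = DMSO and full agonism = EC100 isoproterenol or metaproterenol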
Target sequence (P07550 whole entry, looked up): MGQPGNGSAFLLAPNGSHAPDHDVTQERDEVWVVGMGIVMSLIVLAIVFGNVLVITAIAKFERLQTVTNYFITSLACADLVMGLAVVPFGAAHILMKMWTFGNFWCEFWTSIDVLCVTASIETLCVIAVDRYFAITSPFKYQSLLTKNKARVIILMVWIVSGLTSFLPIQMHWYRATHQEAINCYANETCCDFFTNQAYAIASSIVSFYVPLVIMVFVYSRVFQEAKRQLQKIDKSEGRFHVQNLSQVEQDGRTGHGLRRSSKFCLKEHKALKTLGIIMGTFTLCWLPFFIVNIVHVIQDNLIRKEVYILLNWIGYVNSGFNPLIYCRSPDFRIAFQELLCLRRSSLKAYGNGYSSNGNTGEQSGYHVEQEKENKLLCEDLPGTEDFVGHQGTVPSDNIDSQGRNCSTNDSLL
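First, Tango cells carrying beta2-AR and beta-arrestin fusions received compound up to 46 microM. After 18 hr at 37 degrees C, luciferase substrate was added for 15 minutes, then luminescence gave %Activity for curve fitting.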
GALK inh – inhibitors of human galactokinase (GALK); P51570; Potency, µM (doses to about 57.5 µM), inactives show at the top dose activity, negative = inhibition, usual class: inhibitors; 44,000 tested, under 10 active; recombinant GALK, Kinase-Glo ATP luminescence, 1 h;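 further: plate controls were full GALK reaction for no effect and reaction lacking GALK for full effect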
Target sequence (P51570 whole entry, looked up): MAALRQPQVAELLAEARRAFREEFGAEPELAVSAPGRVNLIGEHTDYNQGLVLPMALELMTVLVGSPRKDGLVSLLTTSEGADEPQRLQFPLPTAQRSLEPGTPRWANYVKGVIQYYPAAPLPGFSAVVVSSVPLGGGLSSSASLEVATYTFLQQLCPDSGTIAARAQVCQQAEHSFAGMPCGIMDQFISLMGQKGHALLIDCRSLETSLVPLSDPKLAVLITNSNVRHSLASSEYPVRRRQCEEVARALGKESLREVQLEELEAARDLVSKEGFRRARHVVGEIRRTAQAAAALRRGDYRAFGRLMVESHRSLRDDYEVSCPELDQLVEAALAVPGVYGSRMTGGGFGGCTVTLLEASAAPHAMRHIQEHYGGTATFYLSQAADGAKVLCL
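5 nM GALK with 35 µM ATP and 100 µM galactose in HEPES pH 8.0, MgCl2, NaCl, DTT, BSA; 1 h RT reaction, remaining ATP detected by Kinase-Glo Plus luminescence after 10 min; qHTS concentration series.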
NTMT1 inh – blocks human N-terminal methyltransferase 1 activity | Q9BV86 | 59,000 compounds, 2.5% hits | Potency, µM (highest dose often 114 µM), for the others: at the top dose activity change, negative = inhibition, actives largely listed as inhibitors | NTMT1 MTase-Glo SAH luminescence, purified enzyme;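 further: potency means the concentration at half of the fitted maximal effect; plate controls were DMSO vehicle for no effect and no enzyme for full effect; nearly all actives have a fitted effect of over 65% in size; many of its hits are not listed in these tables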
Target sequence (Q9BV86 whole entry, looked up): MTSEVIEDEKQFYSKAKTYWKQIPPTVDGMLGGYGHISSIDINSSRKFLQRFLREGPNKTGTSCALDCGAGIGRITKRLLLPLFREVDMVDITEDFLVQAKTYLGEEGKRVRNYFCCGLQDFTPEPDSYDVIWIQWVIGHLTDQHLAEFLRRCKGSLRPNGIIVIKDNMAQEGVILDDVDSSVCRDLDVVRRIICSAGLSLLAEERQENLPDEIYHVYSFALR
p53null 32C kill – selectivity test: cytotoxicity in p53 null cells, permissive temperature; H1299-neo p53 null cells, ATP luminescence, 24 h, 32C; 55,000 compounds, 0.62% hits; Potency, µM (titrated, usually from 46.1 µM), without a hit: at the highest dose activity change, negative = cytotoxicity, most hits filed as cytotoxic; AID 903;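 further: potency means the concentration at half of the fitted maximal effect; 0% = DMSO only and -100% = full killing by 100 µM tamoxifen; nearly all actives have a fitted effect of over 55% in size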
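H1299-neo (p53 null) cells, 600/well, treated 24 h at 32C with compound up to 46 uM; ATPlite luminescence viability, normalized to DMSO and 100 uM tamoxifen; AC50 by Hill fit.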
Active calls of the source: *; ? = inconclusive; / = no result given; & = joins results of further samples; [ ] = remark or other dose. The call rests on the fitted dose curve; in most records, active means well fitted curve in the direction sought with a large enough effect; inconclusive means small, poorly fitted or top-dose-only effect, or another doubt; inactive means no such curve, though single readings can be large; an effect the other way counts as inactive or inconclusive. This is a subset; rates above refer to the full screens.

Values run as follows: NTMT1 inh	B2AR arrestin ag	p53null 32C kill	PTAP-TSG101 blk	FH mod	p53null 39C tox	GALK inh
COc1cc(NC(=O)Cn2c(=O)n(Cc3ccccc3)c(=O)c3oc4ccccc4c32)cc(OC)c1
  3%	4%	2%	1%	-12%	-6%	5%
COc1ccc(Cn2c(CCC(=O)Nc3ccc(C)cc3C)nc3cccnc32)cc1
  15%	0%	-1%	1%	-3%	8%	9%
COC(=O)c1ccc(C(=O)Nc2ccc(-c3nc4cc(NC(=O)c5ccc(C(=O)OC)cc5)ccc4o3)cc2)cc1
  9%	0%	5%	2%	4%	-2%	0%
CSc1ccc(CCNC(=O)CN2C(=O)c3cccnc3Oc3ccc(C)cc32)cc1
  4%	-1%	-7%	-5%	-3%	-13%	-6%
CCn1c(=N)c(C(=O)NCc2ccccc2)cc2c(=O)n3cc(C)ccc3nc21
  ?	1%	3%	-5%	-1%	28%	2%
COc1ccc(C(=O)Nc2ccc3oc(-c4cccnc4)nc3c2)cc1
  ?	-2%	-14%	-1%	-3%	20%	-2%
Cc1cc(C)c(NC(=O)CSc2nc(=O)[nH]c3c2CCCC3)c(C)c1
  10%	-1%	-4%	-7%	-7%	0%	-7%
COc1ccc(NC(=O)CSc2nnc3c(C)cc4ccccc4n23)cc1
  -4%	0%	-8%	1%	-6%	-2%	1%
C=C(C)CSc1nc2sc3c(c2c(=O)n1-c1ccccc1)CC(C(C)C)OC3 (centres undefined)
  /	0%	3%	-3%	/	-7%	-2%
COC(=O)c1c(NC(=O)c2cc3nc(-c4ccc(OC)cc4)cc(C(F)(F)F)n3n2)sc2c1CCCC2
  14%	-3%	-13%	-3%	6%	16%	3%
COc1ccc(N2CC(NC(=O)/C=C\c3ccccc3)CC2=O)cc1 (centres undefined)
  -10%	-3%	1%	0%	-9%	1%	2%
CCc1ccc(N2C(=O)CSC23C(=O)N(Cc2cccc(F)c2)c2ccccc23)cc1 (centres undefined)
  1%	-1%	7%	1%	-28%	0%	0%
CC(NC(=O)CN1C(=O)COc2ccc(Cl)cc21)c1ccccc1 (centres undefined)
  /	1%	-8%	-7%	/	-16%	1%
COc1cc(OC)c(NC(=O)NCc2ccc3c(c2)CCN3C(=O)c2ccccc2)cc1Cl
  7%	0%	1%	-3%	-34%	2%	-4%
CCc1cccc(N2C(=O)CSC23C(=O)Nc2ccccc23)c1 (centres undefined)
  1%	-1%	-5%	2%	-3%	2%	0%
CCn1cc(C(=O)N(C)c2cc(C)ccc2C)c2cc(OC)c(OC)cc2c1=O
  ?	1%	-1%	-1%	-5%	-6%	4%
CCOC(=O)N1CCC(NC(=O)c2cnn(-c3ccccc3)c2C2CCN(C(=O)OC(C)(C)C)CC2)CC1
  -3%	-1%	10%	-6%	6%	-15%	0%
CSCCC(NS(=O)(=O)c1ccc2c(c1)oc(=O)n2C)C(=O)N1CCN(c2ccc(F)cc2)CC1 (centres undefined)
  -4%	-2%	9%	-2%	-7%	21%	4%
CCCOc1ccc(NC(=O)C(=O)NCCCN2CCOCC2)cc1
  1%	-2%	-5%	0%	2%	0%	-13%
Cc1ccc(C)c(NC(=O)C2CCCN2S(=O)(=O)c2ccc3c(c2)CCCC(=O)N3)c1 (centres undefined)
  -8%	0%	-5%	-1%	-5%	11%	-2%
COc1cccc(CN2C(=O)c3ccccc3Sc3ccc(C(=O)NCc4ccccc4)cc32)c1
  -2%	-2%	11%	-6%	-20%	-14%	10%
COc1ccc(CNS(=O)(=O)c2csc(C(N)=O)c2)cc1OC
  4%	0%	1%	1%	13%	1%	0%
CCCn1c(SCC(O)c2ccccc2)nc2ccccc21 (centres undefined)
  ?	-2%	-12%	-1%	-10%	-14%	4%
CN(C)c1ccc(CNC(=O)c2ccc(NC(=O)N3CCCCc4ccccc43)cc2)cc1
  -13%	-1%	-6%	-2%	?	2%	0%
CC1CCCc2sc3nc(SCC(=O)c4ccc(Br)cc4)nc(N)c3c21 (centres undefined)
  /	-2%	-3%	0%	/	13%	2%
COc1ccc(C(=O)/C=C/c2cn(CC(O)CN3CCCCCC3)c3ccccc23)cc1OC (centres undefined)
  45µM*	-3%	1%	18%	-20%	?	-2%
CN(C(=O)CSc1nc2ccccc2n1CC(=O)NCc1ccc(F)cc1)c1ccc(F)cc1
  2%	-1%	-6%	-6%	-20%	-3%	-1%
COC(=O)CNC(c1ccccc1)c1cc(Br)ccc1NC(=O)c1ccccc1 (centres undefined)
  10%	1%	4%	2%	-17%	25%	2%
Cc1ccc(NC(=O)CSc2nc3ccccc3c3nc(CCn4cncc4C)nn23)c(C)c1
  2%	-3%	0%	3%	4%	-3%&12%	2%
COc1ccc(-c2cn3c(n2)sc2cc(C(=O)NC(C)C45CC6CC(CC(C6)C4)C5)ccc23)cc1 (centres undefined)
  13%	0%	-2%	-1%	?	-7%	4%

Grouped by structure: those above with two or more sulfur atoms
Values run as follows: NTMT1 inh	B2AR arrestin ag	p53null 32C kill	PTAP-TSG101 blk	FH mod	p53null 39C tox	GALK inh
C=C(C)CSc1nc2sc3c(c2c(=O)n1-c1ccccc1)CC(C(C)C)OC3 (centres undefined)
  /	0%	3%	-3%	/	-7%	-2%
CSCCC(NS(=O)(=O)c1ccc2c(c1)oc(=O)n2C)C(=O)N1CCN(c2ccc(F)cc2)CC1 (centres undefined)
  -4%	-2%	9%	-2%	-7%	21%	4%
COc1ccc(CNS(=O)(=O)c2csc(C(N)=O)c2)cc1OC
  4%	0%	1%	1%	13%	1%	0%
CC1CCCc2sc3nc(SCC(=O)c4ccc(Br)cc4)nc(N)c3c21 (centres undefined)
  /	-2%	-3%	0%	/	13%	2%

Other records follow:
Values run as follows: NTMT1 inh	B2AR arrestin ag	p53null 32C kill	PTAP-TSG101 blk	FH mod	p53null 39C tox	GALK inh
Cc1ccc2nc(NC(=O)CSc3[nH]c(=O)ncc3C)sc2c1
  -18%	-4%	-23%	-2%	-21%	24%	1%
COc1cccc(NS(=O)(=O)c2ccc3[nH]cc(C(=O)N(C)C4CCCCC4)c(=O)c3c2)c1
  13%	5%	-8%	-5%	-6%	7%	1%
Cc1ccccc1-c1noc(-c2ccc(N3CCN(C)CC3)c([N+](=O)[O-])c2)n1
  ?	-2%	5%	-2%	-2%	-8%	-18%
Cc1ccccc1NC(=O)CSc1nc2ccc(NC(=O)c3cccs3)cc2s1
  0%	-1%	-5%	3%	-17%	-12%	3%
Cc1cccc(NC(=O)Cn2cc(C(=O)C3CCCCC3)c3ccccc32)c1C
  -11%	-1%	7%	0%	7%	-26%	-1%
O=C(Cn1ncc2c3ccccc3n(Cc3ccc(F)cc3)c2c1=O)NCCCN1CCCCC1
  -4%	-1%	5%	3%	6%	-19%	2%
CC(C)c1ccc(NC(=O)C2(C)Cc3ccccc3C(=O)O2)cc1 (centres undefined)
  -5%	-3%	-8%	-1%	-5%	-20%	-2%
COc1cc2c(-c3ccc(C)cc3)nc3c(c(C)nn3-c3ccccc3)c2cc1OC
  /	1%	8%	-1%	/	-3%	2%
Cc1ccc(-n2ncc(C(=O)NCc3ccccc3)c2C2CCN(C(=O)OC(C)(C)C)CC2)cc1
  6%	-1%	6%	-5%	-19%	-14%	1%
Cc1c(NC(=O)c2cc(-c3cccc(Cl)c3)on2)c(=O)n(-c2ccccc2)n1C
  /	1%	12%	-6%	/	30%[activator]	-3%
Oc1c(C(c2ccccc2F)N2CCC3(CC2)OCCO3)sc2nc(-c3ccco3)nn12 (centres undefined)
  1%	-4%	-1%	0%	-13%	-6%	-4%
Cc1ccc(Cl)cc1NC(=O)Cn1cc(S(=O)(=O)Cc2ccccc2Cl)c2ccccc21
  ?	0%	-7%	1%	-9%	-4%	7%
Cc1c(C(=O)NCc2ccc(Cl)cc2)sc2nc3n(c(=O)c12)CCCC3
  -2%	-1%	13%	1%	-28%	3%	2%
COc1cccc(NC(=O)CSC2=Nc3ccccc3C3=NC(CCC(=O)NC4CCCCC4)C(=O)N23)c1 (centres undefined)
  1%	-1%	8%	0%	-22%	2%	0%
Cc1ccc(CN(C(=O)COc2ccc(Cl)cc2C)C2CCS(=O)(=O)C2)o1 (centres undefined)
  -5%	-1%	5%	-9%	-11%	1%	-1%
COc1cccc(NC(=O)c2ccc3nc(Cc4ccccc4)oc3c2)c1
  -3%	0%	6%	-2%	?	6%	-3%
COc1ccc(Br)cc1CNC(=O)CCSCc1ccc(Cl)cc1
  11%	1%	40%[activator]	1%	-20%	10%	3%
CC(C)c1cc(C(=O)NC(C)c2ccccc2)no1 (centres undefined)
  /	1%	-1%	-10%	/	-10%	-3%
Cc1ccc(NC(=O)CSc2nc(=O)n(Cc3ccco3)c3c2CCC3)cc1F
  0%	1%	16%	-1%	-12%	3%	1%
CCC(NC(=O)Nc1cccc(C)c1)c1c(-n2cccc2)sc2c1CCN(C)C2 (centres undefined)
  -4%	0%	0%	4%	-7%	-17%	4%
CC(=O)c1cccc(NC(=O)C2CCCN(c3nnc(-n4cccc4)s3)C2)c1 (centres undefined)
  -2%	0%	-13%	-3%	-29%	-19%	0%
O=C(CCc1ccccc1)N(Cc1cccnc1)c1nc2c(F)cc(F)cc2s1
  -13%	-4%	4%	-4%	-10%	24%	0%
CCc1ccccc1NC(=O)CN(c1ccccc1OC)S(=O)(=O)c1ccc(C)cc1
  -7%	-2%	6%	-1%	-13%	12%	0%
O=C(Nc1cc2c(cc1C(=O)c1ccccc1)OCCO2)c1ccc(Br)cc1
  -3%	0%	-1%	2%	-12%	-14%	1%
COCCCNS(=O)(=O)c1ccc(N2CCCCS2(=O)=O)cc1
  -1%	1%	10%	-4%	-2%	5%	0%
CCCCNC(=O)c1ccc2c(=O)n(Cc3ccc(OC)cc3)c(=O)[nH]c2c1
  11%	1%	-1%	1%	0%	-14%	6%
CCOC(=O)c1nc(Nc2ccccc2C)c2ccccc2n1
  -7%	1%	-2%	-8%	10%	15%	3%
O=C(OCC1CCCO1)c1ccc2c(c1)N(Cc1ccccc1)C(=O)c1ccccc1S2(=O)=O (centres undefined)
  -6%	1%	0%	-2%	-14%	-6%	1%
Cc1ccc(/C=C/c2onc(C)c2S(=O)(=O)N2CCC(C(=O)NCc3ccc(N(C)C)cc3)CC2)cc1
  2%	-1%	?	0%	0%	-7%	1%
COc1ccc(C(=O)Nc2nc3nc(C)c(Cl)c(=O)n3[nH]2)cc1
  15%	-1%	-6%	-1%	-20%	-17%	7%
Fc1ccc(CNc2ncnc3onc(-c4ccc(F)cc4)c23)cc1
  -4%	0%	-6%	-4%	-12%	-1%	2%

High-throughput results as filed in PubChem.
